CF NFkB inh = inhibitors of PAF-induced NF-kB signaling, primary screen, cell-based, GFP fluorescence, uHTS; KKLEB NF-kB-GFP reporter, GFP fluorescence overnight; inhibition, % at 5 µM; actives 0.86% (n = 360,000); AID 588850, 2011;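 active = at least 50% inhibition at 5 µM, scaled per plate between neutral and stimulator controls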;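 also: PAF is a Pseudomonas aeruginosa culture filtrate used as stimulus; plate controls were PAF-stimulated DMSO wells for no effect and unstimulated DMSO wells for full effect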
HIF-2a inh = HIF-2a reporter inhibitors, primary screen, luminescence, 786-0 RCC cells; 786-0 RCC cells HIF-2a reporter, luciferase luminescence, overnight; inhibition, % at 18.8 µM; actives 0.72% (n = 360,000); AID 624352, 2012;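 active = inhibition of the luminescence signal of 40% or more relative to plate controls, in a single-dose primary screen at 18.75 µM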
NR2E3 ag-1 = NR2E3 agonists in two-hybrid cells, primary screen, cell-based, luminescence, CHO-S, Gal4-NCOR/VP16-NR2E3; Photoreceptor-specific nuclear receptor (Homo sapiens), Q9Y5X4; luciferase; inhibition of corepressor binding, % at 3.98 µM; actives 0.35% (n = 360,000); AID 602229, 2012;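 active = inhibition above the mean of all tested compounds plus 3 SD, cut at about 70% in these data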;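 also: 0% = DMSO with NR2E3 transfected cells and 100% = cells lacking NR2E3 construct; higher means lower luciferase signal from less NR2E3 corepressor binding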
Target sequence (Q9Y5X4 whole entry, looked up, the tested form may be a part): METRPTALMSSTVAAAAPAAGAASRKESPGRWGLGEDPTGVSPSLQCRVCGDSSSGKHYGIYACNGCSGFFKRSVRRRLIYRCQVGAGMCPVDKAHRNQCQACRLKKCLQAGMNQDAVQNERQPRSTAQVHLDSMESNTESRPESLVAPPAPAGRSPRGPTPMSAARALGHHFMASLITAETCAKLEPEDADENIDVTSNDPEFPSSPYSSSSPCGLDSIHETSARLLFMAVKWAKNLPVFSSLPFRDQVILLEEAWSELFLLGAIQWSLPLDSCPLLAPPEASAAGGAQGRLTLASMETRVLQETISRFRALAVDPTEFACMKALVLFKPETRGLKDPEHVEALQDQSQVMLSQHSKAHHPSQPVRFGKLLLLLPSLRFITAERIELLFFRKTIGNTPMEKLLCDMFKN
CaV13 ICDI inh = Primary screen for inhibitors of IQ motif and Ca2+-dependent inactivation inhibitor domain binding in CACNA1D, Förster resonance energy transfer in living cells, …; HEK cells, CFP/YFP FRET ICDI-IQ, plate reader, 10 min; percent FRET-ratio fall versus neutral wells; inhibition, % at 12.3 µM; actives 0.098% (n = 340,000);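 active = mean replicate inhibition of at least 30% and at least 1% of replicates passing that level; inconclusive = only one of the two criteria is met; inactive = neither criterion is met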;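 also: 0% = median of the neutral control wells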
Peg3 prom inh = Peg3 promoter-driven luciferase inhibitors, primary screen, cell-based, HeLa, luciferase luminescence; inhibition, % at 20 µM; AID 588405, 2011; actives 1.7% (n = 360,000); HeLa PEG-Prom luciferase reporter, overnight;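 active = inhibition of at least 50% at 20 µM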
KKLEB tox = cytotoxicity in KKLEB CF airway cells, primary screen, cytotoxicity control for CF NF-kB inhibitor project, cell-based, uHTS, fluorescence assay plates; KKLEB CF airway cells viability, ATPlite luminescence, overnight; active compounds read low; cells stimulated with P. aeruginosa culture filtrate; activity change (cytotoxicity), % at 5 µM; AID 602141, 2011; actives 0.36% (n = 360,000);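 active = corrected activity change at or below -50% at 5 µM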
Shn3 3UTR inh = reduction of Shn3 3'UTR firefly luciferase signal, primary screen, Schnurri-3 inhibitor project, cell-based, Clone20 osteoblasts, set 2; AID 588674, 2011; Clone20 osteoblast Shn3 3'UTR firefly luciferase, 24 h; actives 0.52% (n = 360,000); inhibition, % at 12.5 µM;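 active = mean inhibition of at least 75% with every replicate also reaching 75%; inconclusive = mean inhibition at least 75% but some replicate below; inactive = mean inhibition below 75%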;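 also: 0% = median of neutral control wells and 100% = pilot-screen positive control compound; some compounds past the cut are filed as inactive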
NR2E3 ag-2 = inhibitors of NR2E3-RetCOR corepressor binding, primary screen, NR2E3 agonist project, biochemical, TR-FRET, GST-NR2E3, biotin-RetCOR. Photoreceptor-specific nuclear receptor (Homo sapiens), Q9Y5X4. 1536-well. actives 0.12% (n = 320,000). AID 2300, 2010. inhibition of corepressor binding, % at 4.78 µM;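 active = percent inhibition above the cutoff of mean plus 3 SD of all tested compounds, set per screening campaign, cut at about 20% in these data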;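 also: 0% = DMSO wells and 100% = biotin wells as full block of FRET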
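Material: NR2E3–RetCOR corepressor complex / Incubation: Compound–protein incubation for 5 h at 4 °C / Dosing: compound at 4.8 µM, single dose / Detection: time-resolved FRET / Benchmarks: high control biotin, low control 0.6% DMSO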
Vif imaging = HIV Vif self-association inhibitors, primary screen, imaging, HEK293T, single point; HEK293T cells, Vif self-association by quenched fluorescence, 24 h; actives 0.35% (n = 340,000); inhibition, % at 7.49 µM; AID 602346, 2012; in the data active = inhibition above about 50%, passing the limit was not always enough; inconclusive = no clear call, values can overlap the other calls; inactive = below about 31%; also: some results filed as inactive read as strong as hits
TRPM1 prom inh = inhibitors of MITF-dependent TRPM1 promoter reporter, primary screen, cell-based, SK-MEL-5, single point, luciferase; SK-MEL-5 TRPM1 promoter luciferase, 24 h; inhibition, % at 12.5 µM; actives 0.83% (n = 330,000);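 active = mean inhibition across replicates of 60% or more, whatever share of single replicates reaches that level; inconclusive = some that reach 60%, reason not given; inactive = mean inhibition across replicates below 60%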; also: values of inactives mirror those of a sister screen read the other way
PDI inh = inhibitors of human PDI, primary screen, biochemical, turbidity, single point, plate reader; Protein disulfide-isomerase (Homo sapiens), P07237; PDI insulin aggregation turbidity, A650, 90 min; inhibition, % at 10 µM; actives 0.052% (n = 350,000);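 active = mean inhibition across replicates of 30% or more, whatever share of single replicates reach that level; inconclusive = mean inhibition below 30% while every single replicate reaches 30%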;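 also: absorbance from insulin aggregation driven by PDI reduction with DTT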
Target sequence (P07237 whole entry, looked up): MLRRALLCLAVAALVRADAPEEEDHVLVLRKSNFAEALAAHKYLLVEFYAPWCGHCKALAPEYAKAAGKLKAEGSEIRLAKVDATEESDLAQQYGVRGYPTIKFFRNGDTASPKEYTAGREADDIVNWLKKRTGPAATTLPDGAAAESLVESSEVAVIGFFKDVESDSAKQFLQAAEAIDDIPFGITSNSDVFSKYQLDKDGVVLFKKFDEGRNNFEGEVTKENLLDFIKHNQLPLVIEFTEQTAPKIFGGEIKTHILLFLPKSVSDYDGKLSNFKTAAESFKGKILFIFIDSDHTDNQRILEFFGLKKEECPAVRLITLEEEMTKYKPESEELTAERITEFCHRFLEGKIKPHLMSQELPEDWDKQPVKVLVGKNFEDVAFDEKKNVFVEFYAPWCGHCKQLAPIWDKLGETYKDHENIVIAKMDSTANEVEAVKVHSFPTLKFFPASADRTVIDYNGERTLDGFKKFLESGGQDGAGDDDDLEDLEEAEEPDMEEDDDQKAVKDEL
* = called active by the depositor; ? = inconclusive; nt = no result given. Rows were taken by chance. About 3.3% of those tested had a hit in this group.

Value order: CF NFkB inh	HIF-2a inh	NR2E3 ag-1	CaV13 ICDI inh	Peg3 prom inh	KKLEB tox	Shn3 3UTR inh	NR2E3 ag-2	Vif imaging	TRPM1 prom inh	PDI inh
COc1ccc(-c2[nH]c(-c3ccccc3)nc2SCC(=O)Nc2nccs2)cc1
    -4.3	7.3	4.4	-6.5	17.6	-1.9	20.7	3.9	-4.6	nt	nt
COc1ccc(C(C)(C)C)cc1S(=O)(=O)n1ccnc1C
    -11.6	16.7	-7.0	-5.5	6.2	-14.4	-4.0	0.1	2.2	-7.9	8.6
COc1cccc(CNC(C)(C)CO)c1OCc1ccc(Cl)cc1
    -2.6	11.5	-14.9	8.8	11.9	-2.4	9.1	-1.0	-2.1	-9.1	-5.6
CCN(CC(=O)Nc1ccc(C)c(S(=O)(=O)N2CCOCC2)c1)Cc1ccccc1
    7.0	3.3	-11.6	-5.3	8.0	-29.5	19.7	-1.6	-12.3	2.3	-3.0
O=C(NCCCN1CCCC1=O)c1cc(S(=O)(=O)N2CCOCC2)ccc1Cl
    -25.4	1.6	35.3	nt	-18.0	5.2	-3.5	-1.3	-1.2	11.0	6.7
O=C(OC1CCOC1=O)C1CCN(S(=O)(=O)c2ccccc2)CC1 (configuration not stated)
    4.1	1.9	-25.8	-5.2	2.3	-16.1	-17.2	2.0	4.0	-0.5	2.1
CCCN=C1N(C)C[C@@H]2[C@@H]3C(=O)N(Cc4ccccc4)C(=O)[C@@H]3[C@](Cc3ccccc3)(C(=O)OC)N12
    17.3	1.1	5.6	-5.1	-16.4	4.7	14.1	nt	-3.2	-1.2	-3.4
COc1ccc(/C=N/Nc2nnc(-c3ncc[nH]3)c3ccccc23)cc1
    -3.2	-35.5	-14.6	nt	-35.6	-22.8	-75.7	-1.3	0.8	-55.7	-2.1
CC(=O)Nc1ccc(-c2ccnc3c2CC(C(=O)NCc2ccc(N4CCN(C)CC4)cc2)O3)cc1 (configuration not stated)
    -0.7	9.3	-26.7	-9.0	5.7	9.7	18.0	nt	-4.7	nt	-2.6
Cc1cccc(C(=O)NC2=NCCS2)c1
    -6.9	-127.4	-106.6	-4.8	-145.9	0.6	-37.0	6.6	2.9	-18.8	-1.9
COc1ccccc1N(CC(=O)Nc1cccnc1)S(=O)(=O)c1ccccc1
    8.7	7.2	9.5	-8.6	13.4	-7.8	1.7	5.5	-6.8	-13.7	-2.7
O/N=C1/CCc2nonc2/C1=N/O
    0.9	10.1	-14.9	nt	21.0	5.1	3.6	3.0	3.0	6.2	15.7
CNC(=S)Nc1ccc2[nH]c(=O)[nH]c2c1
    3.3	11.4	-9.5	-3.1	-8.4	-5.6	-0.7	4.0	-4.3	-2.1	4.5
CCOC(=O)c1cc(=O)n2nc(-c3ccc(C)cc3)nc2s1
    -1.2	-13.2	-10.3	nt	14.8	2.7	9.4	3.0	14.0	-1.6	-26.9
CCOC(=O)c1cnc2ccc(OCC)cc2c1N(C)Cc1ccccc1
    -1.3	8.3	-30.6	-16.2	6.3	-7.2	15.2	2.0	-1.1	3.7	-4.4
CCOC(=O)CSc1nnc([C@H](C)NC(=O)OC(C)(C)C)o1
    8.5	-4.9	-19.7	-7.0	-1.3	-5.7	1.3	-0.4	4.2	8.1	9.1
Cc1ccc(OCCCC(=O)Nc2ccc3c(c2)OCCO3)cc1
    3.1	1.8	-10.5	-5.2	43.0	2.7	-7.1	1.1	10.4	0.0	-12.9
CCC(=O)N(Cc1ccco1)c1nc(-c2ccc(OC)cc2)cs1
    28.4	-131.1	-30.0	-5.4	-6.4	-16.3	14.8	1.4	-48.6	-5.0	-10.0
Cc1cc(C)cc(NC(=O)Nc2ccc3c(c2)CCC3)c1
    17.7	-96.2	17.9	-3.3	-105.9	-3.5	-4.9	1.0	-6.6	-15.5	-71.7
Cc1c(CC(=O)N2C[C@H]3C[C@@H](C2)c2cccc(=O)n2C3)c(=O)oc2cc3occ(C(C)(C)C)c3cc12
    -2.0	20.8	11.3	nt	23.3	12.4	5.0	-1.1	-6.0	8.3	nt
COc1cc(O)c2c(=O)cc(-c3ccccc3)oc2c1
    -53.2	-218.4	-46.1	nt	-237.0	-13.0	-44.0	0.8	1.1	-93.0	nt
O=C(CCc1ccccc1F)N1CCN(c2ccccc2)CC1
    15.4	-9.7	-5.9	-7.4	0.7	-11.2	4.7	nt	9.2	-8.0	8.6
COc1ccccc1-c1csc2ncnc(Sc3nnnn3C)c12
    10.1	19.6	-8.8	-4.7	30.9	-13.5	13.2	2.4	-2.0	2.4	-9.2
CN(C)C(=O)CSc1nc(-c2cccs2)c(-c2cccs2)[nH]1
    -1.9	4.4	-8.9	-19.1	10.0	-0.9	-8.5	0.3	0.5	3.8	6.2
COc1ccc(-c2cc(C(F)(F)F)n3nc(C(=O)O)cc3n2)cc1OC
    10.3	11.4	0.3	-6.9	-2.6	-4.7	2.0	-2.3	0.5	8.9	7.6
Cc1cccc(C)c1NC(=O)CN1CCc2ccccc2C1
    -13.8	15.1	-0.3	-1.5	10.4	15.1	0.7	-2.8	-7.6	6.1	-3.3
C/C(=C\c1ccc(C)o1)C(=O)c1c(C)cc(C)[nH]c1=O
    3.2	19.8	18.2	-5.9	6.0	0.4	3.3	0.2	0.8	3.6	-0.7
O=C(CSCc1ccccc1Br)N/N=C/c1ccc2c(c1)OCO2
    -2.2	-64.2	-20.9	-4.9	-38.3	7.4	8.0	-1.3	-15.7	-2.9	0.0
CC(C)C(=O)NC(=S)Nc1ccccn1
    3.7	-13.8	-13.2	-0.1	-13.7	5.7	-5.9	-3.9	13.6	-1.3	0.2
CCN(Cc1ccccc1)C(=O)CN1C(=S)NC(C)(C)CC1C (configuration not stated)
    20.5	4.6	-20.3	-5.1	12.3	-16.8	9.0	0.5	3.6	8.3	2.7
COc1cc(C(=O)NCCCNc2nc3cc(C)cc(C)c3cc2C#N)cc(OC)c1OC
    -11.5	22.9	-0.3	-4.9	8.5	2.4	6.8	3.9	-14.5	-0.3	-4.3
Cc1cccc(NC(=O)c2sc3nc(-c4ccc(F)cc4)cn3c2C)n1
    -15.6	-68.4	-21.0	-7.1	-46.2	-0.4	9.9	-115.6	-6.1	-16.5	-0.7
CC(C)CN(Cc1c(O)ccc2ccccc12)CC(C)C
    14.8	8.5	-7.2	-5.1	0.9	-20.6	18.2	2.4	8.8	25.3	1.1
CCOC(=O)C1(C)CCN1C(=O)c1ccc(N(C)C)cc1 (configuration not stated)
    -23.5	-23.2	-4.7	-4.8	-15.3	16.9	-17.2	nt	7.0	nt	-6.8
Cc1ccc(CNC(=O)c2ccc(Cl)c(S(=O)(=O)N3CCCCC3)c2)cc1
    11.8	15.7	27.9	-2.9	21.6	-3.7	1.5	1.2	22.1	9.5	2.2
CCOC(=O)N1CCN(S(=O)(=O)c2ccc3c(c2)CCN3C(=O)C2CC2)CC1
    17.1	19.2	34.9	nt	9.0	1.4	7.2	1.6	-14.6	15.0	-7.2
COC(=O)c1sc(NC(=O)CSc2nnc(C(C)C)n2C)nc1C
    1.2	6.2	-5.3	nt	-10.7	-6.1	nt	1.4	nt	10.5	-3.9
COc1ccc(CCNC(=O)COc2ccc(C)nc2[N+](=O)[O-])cc1
    6.3	2.2	-6.3	-3.8	-9.8	6.8	12.2	-5.2	-0.8	-4.0	0.4
CCOC(=O)/C(=C/c1ccc(F)cc1)NC(C)=O
    18.7	22.2	-9.8	-2.8	8.3	-7.3	6.5	-2.1	1.3	-4.0	-6.3
Cc1nn(-c2ccccc2)c(N)c1C1(O)C(=O)Nc2ccccc21 (configuration not stated)
    10.3	2.5	0.5	4.1	0.4	-7.0	15.9	4.6	-6.3	2.6	2.8
CCn1c(Cc2c(C)[nH]c3ccccc23)nnc1SCC(=O)NCc1ccco1
    9.6	12.3	-14.5	-6.6	8.4	7.0	-9.9	2.8	-2.7	7.1	-0.8
CCCCCn1c(=S)[nH]c2ncccc2c1=O
    6.9	4.3	18.3	-8.2	7.4	-7.7	-27.4	-4.7	-2.5	-27.2	-2.3
O=C(Nc1cccc(Cl)c1Cl)c1ccco1
    -11.5	-127.9	-32.4	-9.5	-122.5	-0.1	-19.0	nt	nt	nt	-4.6
CC(C)NC(=S)N/N=C/C1=CCC2CC1C2(C)C (configuration not stated)
    11.1	-12.4	4.2	-4.7	6.6	2.9	26.8	1.6	13.0	6.8	-5.7
CC(=O)Nc1ccc(NC(=O)CSc2nnc(C)c(=O)n2N)cc1
    9.6	18.0	-6.7	-1.9	2.1	-3.4	-4.8	1.9	-7.5	4.7	4.1
COc1cccc(NC(=O)NC2CCCCCCC2)c1
    -3.0	-185.5	-116.8	nt	-250.5	-4.4	-66.3	3.2	-6.1	-88.1	4.4
CCCc1cc(=O)[nH]c(SCCOc2ccc(OCC)cc2)n1
    5.3	27.1	-5.7	nt	16.1	4.4	4.1	0.0	1.9	5.3	?
COc1cc(CC(=O)NCC(C)(C)N2CCOCC2)cc(OC)c1OC
    6.3	-3.9	7.8	-3.3	1.9	-8.8	-1.5	0.7	8.3	14.4	-4.0
O=C1OCCC1Sc1nc2ccccc2c(=O)n1Cc1ccccc1 (configuration not stated)
    -1.0	15.5	-0.7	-6.6	-7.8	3.8	-7.6	1.3	-6.6	16.5	0.7
CCOC(=O)Nc1sc(=S)n(C)c1C
    -10.0	11.6	-8.0	nt	5.2	2.3	9.4	-0.1	22.7	7.6	1.7
CC/C(O)=C1\C(=O)CC(C)(C)CC1=NCCc1nc2ccccc2[nH]1
    10.4	5.4	-16.1	-6.6	16.9	-3.1	0.3	-0.3	-13.7	10.3	0.6

Compound activity (PubChem BioAssay)
